Growth percent in the NCI-60 one-dose screen (48 h, 10 µM unless noted): 100 = growth as untreated, 0 = no growth, -100 = all killed.
LOX IMVI: LOX IMVI melanoma. 7.4% of 79,000 active
MCF7: MCF7 breast cancer; 6.3% of 82,000 active; AID 1794796
MDA-MB-231: MDA-MB-231 breast cancer; AID 1794789; 5% of 81,000 active
MALME-3M: MALME-3M melanoma | 5.8% of 78,000 active | AID 1794766
T-47D: T-47D breast cancer | 5% of 79,000 active | AID 1794792
HS 578T: HS 578T breast cancer | 4.1% of 78,000 active
BT-549: BT-549 breast cancer | 4.4% of 78,000 active | AID 1794793
SK-MEL-2: SK-MEL-2 melanoma; 4.7% of 77,000 active; AID 1794763
* hit, by the source's call; nt = not tested or not shown; & = joins results of further samples. Rule for the calls: active = growth percent below 10; inactive = the rest.

SMILES	LOX IMVI	MCF7	MDA-MB-231	MALME-3M	T-47D	HS 578T	BT-549	SK-MEL-2
Oc1ccc(N=Cc2ccccc2)cc1	95.3	84.8	nt	83.5	nt	103.0	70.7	94.0
COc1cc(NC(=O)N2CCN(C)CC2)ccc1-c1ccc(NC(=O)N2CCN(C)CC2)cc1OC	97.0	95.6	102.0	102.9	91.0	95.8	105.2	97.9
Nc1nc(N)c2cc([N+](=O)[O-])ccc2n1	95.1	106.5&93.6	76.0&87.7	103.5	99.9&99.3	108.0&97.2	104.3&128.6	109.3&94.6
CCOC(=O)[C@H](CCc1ccccc1)N[C@H](C)C(=O)N1C2CCCCC2C[C@H]1C(=O)O (stereo partly specified)	96.3	100.5	107.8	93.0	113.8	91.6	109.7	102.4
COc1ccc(N2CCN(C(CNC(=O)C3CCCCC3)c3ccc4c(c3)OCO4)CC2)cc1 (stereo unspecified)	90.4	87.4	77.9	89.0	93.6	92.9	80.3	91.1
COc1cc([C@@H]2N=C(N)NC(C)=C2C(=O)Nc2nc(-c3ccc(Cl)cc3)cs2)ccc1O	83.2	73.4	70.3	103.0	57.7	92.7	86.6	90.6
CSc1nc(Nc2cccc(NC(=O)/C(C#N)=C/c3c(Cl)cccc3Cl)c2)c(C#N)c(-c2cccc([N+](=O)[O-])c2)n1	2.4*	11.3	52.5	96.5	37.6	66.9	71.6	52.8
O=c1cc(OCCn2cc(COc3nc(NCc4ccccc4)nc(OCc4cn(CCOc5cc(=O)oc6ccccc56)nn4)n3)nn2)c2ccccc2o1	nt	101.7	123.7	96.8	103.6	101.0	106.4	nt
Nc1nc(=O)[nH]c2ccc(Sc3ccc(F)cc3)cc12	101.4	94.4	88.7	98.2	76.1	121.7	93.3	89.5
C[C@@H]1CN(c2nc3c(cc2F)c(=O)c(C(=O)O)cn3C(C)(C)C)C[C@H](C)N1	90.5	113.3	88.4	91.3	95.5	67.2	106.7	97.1
CCSc1nc(-c2ccco2)n2nc(-c3cccs3)cc2n1	89.8	54.7	84.0	112.1	49.7	94.4	96.9	142.1
CCCCCCSC#N	103.9	96.5	117.4	105.3	111.2	90.7	nt	nt
CCOC(=O)/C(=C/c1ccc(OC)cc1)P(=O)(OCC)OCC	66.7	55.1	91.9	122.4	67.6	103.5	81.1	105.7
C[C@@H]1NC(=O)CNC(=O)[C@H](CCCNC(=N)N)NC(=O)[C@H](Cc2ccc(O)cc2)NC(=O)[C@H](CO)NC(=O)[C@H](Cc2c[nH]c3ccccc23)NC(=O)[C@H](CCC(N)=O)NC(=O)[C@H](Cc2c[nH]cn2)NC(=O)[C@@H](Cc2ccc(O)cc2)NC(=O)CSC[C@@H](C(N)=O)NC(=O)[C@H](CO)NC(=O)[C@H](CCCNC(=N)N)NC(=O)[C@H](Cc2ccc(O)cc2)NC(=O)[C@H]([C@@H](C)O)NC1=O	103.9	104.7	110.0	106.9	112.0	115.8	96.6	105.3
CCOC(=O)C(=C(C)C)[N+](=O)[O-]	97.2	94.2	102.3	103.4	91.7	94.6	111.2	93.7

Ordered by molecular weight (smallest number first): 11 of the compounds above
SMILES	LOX IMVI	MCF7	MDA-MB-231	MALME-3M	T-47D	HS 578T	BT-549	SK-MEL-2
CCCCCCSC#N	103.9	96.5	117.4	105.3	111.2	90.7	nt	nt
CCOC(=O)C(=C(C)C)[N+](=O)[O-]	97.2	94.2	102.3	103.4	91.7	94.6	111.2	93.7
Oc1ccc(N=Cc2ccccc2)cc1	95.3	84.8	nt	83.5	nt	103.0	70.7	94.0
Nc1nc(=O)[nH]c2ccc(Sc3ccc(F)cc3)cc12	101.4	94.4	88.7	98.2	76.1	121.7	93.3	89.5
CCSc1nc(-c2ccco2)n2nc(-c3cccs3)cc2n1	89.8	54.7	84.0	112.1	49.7	94.4	96.9	142.1
CCOC(=O)/C(=C/c1ccc(OC)cc1)P(=O)(OCC)OCC	66.7	55.1	91.9	122.4	67.6	103.5	81.1	105.7
C[C@@H]1CN(c2nc3c(cc2F)c(=O)c(C(=O)O)cn3C(C)(C)C)C[C@H](C)N1	90.5	113.3	88.4	91.3	95.5	67.2	106.7	97.1
CCOC(=O)[C@H](CCc1ccccc1)N[C@H](C)C(=O)N1C2CCCCC2C[C@H]1C(=O)O (stereo partly specified)	96.3	100.5	107.8	93.0	113.8	91.6	109.7	102.4
COc1ccc(N2CCN(C(CNC(=O)C3CCCCC3)c3ccc4c(c3)OCO4)CC2)cc1 (stereo unspecified)	90.4	87.4	77.9	89.0	93.6	92.9	80.3	91.1
CSc1nc(Nc2cccc(NC(=O)/C(C#N)=C/c3c(Cl)cccc3Cl)c2)c(C#N)c(-c2cccc([N+](=O)[O-])c2)n1	2.4*	11.3	52.5	96.5	37.6	66.9	71.6	52.8
O=c1cc(OCCn2cc(COc3nc(NCc4ccccc4)nc(OCc4cn(CCOc5cc(=O)oc6ccccc56)nn4)n3)nn2)c2ccccc2o1	nt	101.7	123.7	96.8	103.6	101.0	106.4	nt

Further records:
SMILES	LOX IMVI	MCF7	MDA-MB-231	MALME-3M	T-47D	HS 578T	BT-549	SK-MEL-2
C=C1C(=O)O[C@H]2[C@H]1CC/C(COC(=O)CCSCCC(=O)O)=C\CC[C@@]1(C)O[C@@H]21	83.6	79.9	75.2	73.1	87.1	89.4	80.0	98.3
O=C(N=Nc1c(O)[nH]c2ccc(Cl)cc12)c1cc2ccccc2[nH]1	98.4	86.4	97.9	111.7	89.4	99.9	98.5	98.7
CCNC(CCCC1CCCCC1)C(=O)O (stereo unspecified)	102.4	96.6	108.8	98.0	88.6	79.9	nt	100.4
O=C(CSC(=S)N1CCOCC1)Nc1ccccc1	91.6	97.3	109.5	94.2	82.1	105.0	130.4	93.9
Cn1c(=O)[nH]c2nc(SCC(=O)c3ccc(Br)cc3)[nH]c2c1=O	98.6	93.1	100.2	91.4	99.3	97.8	101.1	105.6
Nc1cnc(Cl)nc1N	95.5	92.7	103.7	93.8	92.3	97.3	99.3	94.4
C=CCc1cccc(CC=C)c1O	100.0	114.7	106.4	136.3	94.0	116.0	117.2	110.7
CCN(CC)CCCN1C(=O)c2c(c(C)c3c(oc4ccc(O)cc43)c2C)C1=O	-95.8*	65.8	-80.9*	87.0	87.2	81.2	96.6	94.7
COc1ccc(-c2c(C(=O)NS(=O)(=O)C(C)C)n(Cc3cccc(OC(F)(F)F)c3)c3ccccc23)cc1	82.5	90.6	99.0	74.9	79.2	87.8	98.0	90.5
CCCCCCCCCCCCCCCC(=O)OC[C@@]1(O)C[C@@]23CC[C@@H]4C(C)(C)CCC[C@@]4(C)[C@@H]2CC[C@H]1C3	93.4	60.5	96.0	112.2	83.5	98.9	86.7	105.2
CCN(CC)c1ccc(/C=N\NC(=O)c2cccc(Nc3ccnc(C(F)(F)F)c3)c2)c(O)c1	-6.2*	16.1	13.6	24.4	15.1	57.8	28.8	87.5
CCC1(CC(C)C)SC(N)=NC1=O (stereo unspecified)	91.7	104.0	113.8	nt	99.6	116.5	108.5	115.1
CC(C(=O)NCCc1c[nH]c2ccccc12)N1C(=O)/C(=C/c2ccco2)SC1=S (stereo unspecified)	96.2	96.3	94.0	105.4	97.4	95.1	103.1	99.3
c1ccc(CN(N=C(c2ccccc2)c2ccccc2)c2ccccc2)cc1	86.6	100.5	96.5	97.9	87.3	nt	70.5	94.5
Cc1ccc(C(CC(=O)O)CC(=O)O)c(O)c1	103.9	96.2	112.1	111.5	97.9	128.2	106.3	102.8
Cc1ccc(C(C)C)cc1C(=O)C[n+]1ccccc1	100.3	87.1	112.1	95.9	88.7	100.5	95.8	106.7
COc1cc(/C=N\NC(=O)CN2CCN(c3cc4c(cc3F)c(=O)c(C(=O)N/N=C/c3cc(OC)c(OC)c(OC)c3)cn4C3CC3)CC2)cc(OC)c1OC	-67.1*	7.5*	-16.1*	-15.8*	-12.3*	-0.6*	-17.7*	-26.2*
CCOC(=O)c1c(C=O)nc2ccccc2c1/C=C/c1ccc(OC)cc1	98.6	90.4	89.4	102.2	87.2	98.7	nt	103.5
COc1cc(C2CC(c3ccc(Cl)cc3)=Nc3c(C)nn(-c4ccccc4)c3N2)ccc1Oc1ccnc2cc(Cl)ccc12 (stereo unspecified)	88.4	78.8	73.1	93.8	81.6	82.9	105.2	105.0
CCc1ccc(NC2CC(=O)N(CCc3ccccc3)C2=O)cc1 (stereo unspecified)	96.8	93.4	97.7	105.4	92.7	92.9	103.6	103.0
C=C(Br)C(=O)OC	96.6	99.1	94.7	106.7	76.4	102.0	101.5	101.7
CC(C)CCC[C@@H](C)[C@H]1CC[C@H]2[C@@H]3CC[C@H]4Cc5nc(N)sc5C[C@]4(C)[C@H]3CC[C@]12C	102.4	100.0	105.7	96.2	102.5	113.6	108.8	95.1
Cc1ccc(-c2nc(C#N)c(N3CCN(S(=O)(=O)c4ccc(C)cc4)CC3)o2)cc1	106.7	81.9	108.6	114.0	77.7	104.4	107.5	102.9
COC(=O)C(C(=O)OC)c1ccccc1	nt	111.0	129.5	93.3	103.7	115.6	107.0	nt
COC(=O)CC(=O)C(=O)OC	55.1	97.6	115.0	107.1	99.9	104.9	101.4	nt
NC(=NC1C2CC3CC(C2)CC1C3)Nc1ccc(I)cc1 (stereo unspecified)	61.9	9.3*	41.8	-17.0*	2.3*	33.0	53.7	50.3
CCSc1nnc(C2=CC(=O)c3ccccc3C2=O)n1-c1ccccc1	nt	85.2	76.5	65.6	84.7	108.4	108.5	nt
COC(=O)c1cc(=O)[nH]c(N)n1	100.6	99.1	93.8	99.3	104.7	93.9	110.2	94.9
CC(C)NC(=O)N/C=C(\C#N)C(N)=O	97.2	102.1	110.6	89.3	101.5	108.3	92.1	101.2
BrCCc1ccc(CCCc2ccccc2)cc1	95.6	85.8	117.1	97.8	99.3	99.3	97.2	107.5
NS(=O)(=O)c1cccc(Nc2nc(SCC(=O)c3ccccc3)nc3c2CCC3)c1	87.8	89.3	93.1	102.0	88.6	103.9	84.2	96.3
CC(=O)OC[C@]1(C)C=C2C(=O)[C@](C)(O)C3(CC3)C(C)=C2[C@H]1OC(C)=O	78.3	57.1	93.2	110.7	73.6	96.0	72.6	103.5
c1ccc(SCSc2ccccc2)cc1	100.3	128.1	107.3	102.3	107.0	107.0	95.9	109.5
CCC(=O)Nc1cc2c(cc1Cl)-c1ccccc1C2	88.2	95.2	74.5	nt	85.2	111.1	86.1	97.5
CCCC(O)Cn1ncc(C(=O)OCC)c1NC(=O)NCc1ccc(C(F)(F)F)cc1 (stereo unspecified)	82.5	82.1	83.7	93.4	59.7	102.2	50.0	51.3
O=CNc1ccc([N+](=O)[O-])cc1	103.1	104.4	118.6	133.0	100.7	113.5	96.7	99.1
COc1cc(C2CC(c3cc(OC)c(OC)c(OC)c3)=Nc3c(N)nc(N)nc3N2)ccc1Oc1nc(NCCO)nc(N2CCOCC2)n1 (stereo unspecified)	nt	87.4	101.6	98.5	90.3	95.0	115.9	105.3
O=C1N(Cc2ccccc2)c2ccccc2C12Nc1ccccc1-c1ccnn12 (stereo unspecified)	87.9	99.3	96.7	89.6	94.4	102.3	97.2	94.6
CCN1CCN(c2nc(O)c(/C=C3\C=Nc4cc(Cl)ccc43)s2)CC1	92.9	71.7	102.1	82.6	89.5	96.3	97.1	107.2
C/C(=C(/c1ccccc1)c1ccc(N2C(=O)c3cccc4c(NCCO)ccc(c34)C2=O)cc1)c1ccccc1	nt	107.8	95.2	109.4	71.6	114.8	112.2	87.0
C#CCOc1ccc(C2=NN(CC(C)C)C3N=C(Cl)c4ncn(CC(C)C)c4N23)cc1OCC#C (stereo unspecified)	76.3	71.3	91.0	110.9	68.3	83.7	92.2	97.7
O=[N+]([O-])c1ccccc1Sc1ccccc1[N+](=O)[O-]	91.8	108.2	104.9	92.4	81.5	95.8	100.4	97.2
COc1cc(CO)ccc1OCc1ccccc1	95.6	97.5	107.3	85.8	95.8	nt	108.5	105.8
COc1ccccc1-n1c(-c2csc(NC(C)=O)n2)n[nH]c1=S	93.1	97.5	121.0	108.8	104.3	105.3	94.7	100.2
Cc1cccn2c(=S)[nH]nc12	nt	94.9	101.0	nt	109.2	101.8	114.8	97.5
COc1cc(/C=N\NC(=O)c2ccc3nc(-c4ccc(Br)cc4)[nH]c3c2)cc(OC)c1OC	35.2	6.5*	101.3	23.4	9.4*	38.0	38.0	60.2
CSc1nc(-c2ccco2)c2c(N)nn(S(=O)(=O)c3ccc(C)cc3)c2n1	92.2	91.8	96.8	110.2	75.4	102.3	89.1	117.1
O=C(O)c1ccc(-c2nn(-c3ccc(C(=O)O)cc3)cc2CNc2ccccn2)cc1	94.1	93.4	83.3	86.8	91.4	73.6	93.3	109.2
COc1ccc(OC)c(/C=C2/C3=C([C@@H](c4cc(OC)ccc4OC)C(C#N)=C(N)O3)[C@H]3CCC2N3C)c1	nt	92.4	110.4	130.2	nt	93.7	88.4	94.6
CC(C)(C)[Si](C)(C)OCC1CCC(n2cnc3c(N)ncnc32)O1 (stereo unspecified)	94.7	102.5	102.5	nt	79.0	90.3	100.6	97.3
COc1cc2c(c(OC)c1OC)C(=O)CC(c1cccc(NC(=O)[C@@H](NC(=O)OC(C)(C)C)C(C)C)c1)O2 (stereo partly specified)	96.3	92.1	100.9	108.5	78.1	108.5	108.2	103.4
O=C(c1ccc(Cl)cc1)C(F)(Cl)Cl	103.7	93.3	115.7	107.1	nt	93.6	105.1	108.1
COc1ccc(-c2cc(-c3cccnc3)c(C#N)c(=O)[nH]2)cc1S(N)(=O)=O	88.6	99.3	98.9	95.0	89.0	102.8	86.9	101.9
Cc1cccc(C(O)C(O)c2cccc(C)n2)n1 (stereo unspecified)	106.5	107.2	105.5	151.8	109.2	121.1	118.8	128.6
COc1cc(Cl)c(C)cc1NC(=O)c1cc2ccccc2cc1O	2.4*	17.2	-23.8*	-8.3*	11.5	23.8	22.9	-33.1*
CCCNc1nc(C)[nH]c(=O)c1S	91.0	111.2	103.0	112.3	98.6	136.7	113.3	95.6
COc1ccc(/C=C/Br)cc1	99.9	97.9	122.9	97.5	102.0	96.0	106.8	76.5

Screening results as filed in PubChem BioAssay.
